K1F lysis inhibition: inhibition of K1F phage lysis, E. coli UTI89, bacterial capsule biogenesis inhibitors, alamar blue (AID 488966). one-dose inhibition, % at 100 µM; IC50 in µM for titrated hits. 340,000 compounds, 0.02% hits. E. coli UTI89 K1F phage lysis, alamar blue, 2 h; higher % means a stronger effect;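 active means phage lysis inhibition, versus mean bacterial control, above a set limit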;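 further: capsule biogenesis inhibitors block K1F phage lysis so surviving cells raise fluorescence; higher fluorescence means more inhibition of phage lysis; actives were called in the ten point dose series up to 300 µM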
ER stress rescue: rescue of cells from ER stress-induced death, primary screen, 384-well, CSM14.1, thapsigargin, ATP luminescence (AID 1222) | CSM14.1 thapsigargin-induced death rescue, ATP luminescence; higher % means a stronger effect | cellular ATP content (survival), % at 20 µM; hits with a dose series show EC50 in µM | 190,000 tested, under 10 active;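 active means EC50 below 50 µM in the dose-response confirmation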;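 further: death triggered by thapsigargin at about 15 µM added after 2 h compound pretreatment; cell ATP read after overnight thapsigargin exposure of roughly 18 to 22 hours; normalized against plate controls of thapsigargin alone and 5% DMSO vehicle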
WT yeast gro inh: growth inhibition of WT yeast, mitochondrial fusion screen | mitochondrial fusion phenotypic screen, WT strain | inhibition, % at 10 µM | 190,000 compounds, 2.1% hits | AID 1362; in the data active means inhibition above about 58%; tested in S. cerevisiae
Hep lipid drop: modulators of hepatic lipid droplet formation; AML12 mouse hepatocytes, oleate lipid droplets, BODIPY imaging; inhibition, % at 6.5 µM; 240,000 compounds, 0.4% hits;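 active means lipid droplet intensity inhibited by at least 50%, with more than 500 cells counted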
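material = mouse AML12 hepatocyte cell line, fixed after treatment | also added = 100 µM oleic acid challenge | doses = compound at 6.5 µM only | schedule = overnight exposure | technique = Image-based BODIPY and DAPI two-channel analysis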
PMI inhibition: human PMI inhibitors, high substrate, primary screen, biochemical, fluorescence intensity, high mannose 6-phosphate (AID 1220). recombinant PMI enzyme, coupled fluorescence intensity; higher % means a stronger effect. inhibition, % at 20 µM, or IC50 in µM where a hit was titrated. 190,000 compounds, 0.66% hits
Myeloid diff MLP: compounds promoting myeloid differentiation | calls only at 10 µM | 360,000 compounds, 1% hits | ER-HoxA9 myeloid progenitors, lysozyme-GFP differentiation, flow cytometry | AID 624256;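 active means normalized GFP-positive differentiation at or above the plate's own cutoff, the solvent-only control mean plus 3 SD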;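 further: cells exposed to compound for four days before flow analysis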
TNAP activators: stimulation of alkaline phosphatase TNAP activity – biochemical, luminescent, no phosphate acceptor, uHTS, primary screen (AID 1001). purified TNAP, luminescent activation assay, no phosphate acceptor; higher activation fold means a stronger effect. activation fold at 20 µM, or EC50 in µM where a hit was titrated. 200,000 compounds, 0.03% hits; in the data active means activation fold from about 3, or a potency from the dose series; inactive means the rest, 99 in 100 with activation fold below about 1.6; further: many of its hits are not listed in these tables
M1AAP inhibition: P. falciparum M1AAP inhibitors, biochemical, fluorogenic H-Leu-NHMec substrate, 1536-well (AID 1445). recombinant M1AAP, H-Leu-NHMec fluorogenic kinetic assay; higher % means a stronger effect. inhibition, % at 30 µM; hits with a dose series show IC50 in µM. 220,000 compounds, 0.42% hits;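 active means primary inhibition above the hit cutoff, then over 50% inhibition at one or more dose response concentrations, cut at about 23% in these data, passing the limit was not always enough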;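 further: plate controls were DMSO full reaction for no effect and no enzyme background for full effect; strong numbers were not always called active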
PMI inhibitors: inhibitors of human PMI, primary screen, biochemical, fluorescence intensity, coupled assay (AID 1209); inhibition, % at 20 µM; hits with a dose series show IC50 in µM; purified PMI enzyme, coupled fluorescence intensity; higher % means a stronger effect; 190,000 compounds, 0.42% hits;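 further: plate controls were DMSO vehicle for no effect and wells lacking substrate for full effect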
WT yeast gro inh mutant strain: also measured in WT yeast gro inh; calls as there; inhibition, %; mitochondrial fusion phenotypic screen, mutant strain inhibition
Hep lipid drop cells 6.5 µM: recorded beside Hep lipid drop, whose call it bears; cell count; measured here: cell count, cytotoxicity flag;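 cells counted across two imaged fields per well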
Myeloid diff MLP GFP+ MAC1+ %: recorded beside Myeloid diff MLP, whose call it bears; GFP+ MAC1+ double positive, %; measured here: differentiation confirmed by MAC1 staining
The depositor's hits bear a star; i = inactive; · = no result given; [ ] = remark or other dose. Unless noted, no stated cut-off is given here; in the data, active means inhibition above about 50%; inactive means the rest.

Compound	K1F lysis inhibition	ER stress rescue	WT yeast gro inh	WT yeast gro inh mutant strain	Hep lipid drop	Hep lipid drop cells 6.5 µM	PMI inhibition	Myeloid diff MLP	Myeloid diff MLP GFP+ MAC1+ %	TNAP activators	M1AAP inhibition	PMI inhibitors
O=C(CSc1nnc(-c2ccncc2)o1)NCc1ccc(Cl)cc1	0.2%	-1.1%	-7.7	-5.4	-14.5	675	-4.3%	i	0.3	1.1	6.6%	-7.5%
O=C(CCCOc1ccccc1)N1CCN(c2ccc(F)cc2)CC1	0.1%	0.5%	11.6	-0.9	-5.5	789	10.9%	i	0.9	1.1	6.9%	13.7%
COc1ccc(C(=O)NC(=O)NC2(C(Cl)(Cl)Cl)OCCO2)cc1	2.3%	-1.0%	-1.6	5.5	-5.4	753	-3.5%	i	0.3	1	6.2%	-6.7%
CCSC(C)CC1CC(=O)CC(=O)C1 (stereo unspecified)	-0.2%	0.4%	5.4	-1.0	·	·	3.1%	i	1.5	1	1.0%	-14.5%
Cc1cc(C)c(C#N)c(SCCN2CCOCC2)n1	-0.3%	·	·	·	-16.1	680	·	i	0.7	·	3.5%	·
CCOc1nc(NC2CCCCC2)nc(NC(C)(C)C)n1	1.8%	2.0%	58.4*	35.9*	1.9	742	9.7%	i	1.1	1.1	-3.3%	12.9%
C/C(=N\NC(=O)c1c(Cl)c(C)nn1C)c1ccc(NC(=O)COc2ccc(Cl)cc2C)cc1	1.2%	-1.0%	40.4	-19.6	·	·	-1.0%	i	0.3	1	5.3%	1.3%
Clc1ccc(Cn2nnc(-c3ccc(N4CCOCC4)cc3)n2)cc1	-0.5%	-1.1%	10.5	-7.9	·	·	10.4%	i	7.1	1.2	-3.6%	3.9%
Cn1nc(C(C)(C)C)cc1C(=O)Nc1nc2c(s1)C(=O)CC(C)(C)C2	-0.2%	-1.1%	31.1	12.5	·	·	5.8%	i	8.5	1.1	12.7%	5.7%
O=C(c1cnc2sccn2c1=O)N1CCc2ccccc2C1	2.9%	-1.1%	-2.8	-7.5	·	·	3.3%	i	2.7	1	9.5%	-6.7%
CCOC(=O)c1[nH]c(C)c(C(=O)OCC(=O)N2CCc3ccccc32)c1C	0.1%	1.3%	1.6	-12.7	-8.3	741	-8.7%	i	6.0	1	6.4%	-10.7%
CCOC(=O)COc1ccc(C2CC(C)=NN2c2ccccc2)cc1 (stereo unspecified)	-0.4%	-0.3%	-16.3	-2.2	-1.0	685	2.2%	i	0.2	1	2.4%	-4.8%
CCC(=O)NNc1ncnc2ccccc12	-0.1%	-0.3%	-0.7	-5.8	-8.8	597	1.8%	i	0.5	1.3	-3.6%	10.4%
O=C(O)C1=C(OCc2ccc(F)c(F)c2)C(=O)NCC1	·	-0.2%	0.4	-2.5	3.2	662	-0.6%	i	0.0	1	4.5%	-4.8%
CCOc1ccccc1C(=O)N1CCC(C(=O)c2ccc(F)cc2)CC1	-0.2%	27.1%	-13.7	-12.5	-30.2	722	-3.2%	i	0.4	1.1	8.2%	2.0%
CC(C)COc1ccc(C(=O)N/C(=C\c2cccc([N+](=O)[O-])c2)C(=O)O)cc1	-0.5%[50 µM]	·	·	·	7.9	646	·	i	1.1	·	7.7%	·
O=C(Nc1ccc(F)cc1)NC1CCN(Cc2ccccc2)CC1	0.2%	0.1%	-9.2	-0.7	-24.2	584	4.8%	i	0.4	1.2	5.5%	3.7%
COC(=O)c1ccc(NC(=O)C(OC)c2ccccc2)cc1 (stereo unspecified)	-0.6%	-1.5%	-15.6	8.7	-4.1	648	-1.7%	i	0.4	1.1	6.0%	-8.8%
C=CCNC(=S)Nc1ccc2nc(C)c(C)nc2c1	0.1%	0.4%	-4.5	-7.1	·	·	30.5%	i	0.7	1.1	1.8%	5.1%
Nc1ccc(Cl)cc1/C(=N/O)c1ccccc1	11.1%	-1.9%	-3.6	-1.8	17.4	748	3.8%	i	1.1	1.1	2.3%	6.0%
O=C(O/N=C/c1cccc([N+](=O)[O-])c1)C1CC1	0.7%	-2.0%	2.2	-1.6	-8.1	677	9.1%	·	·	1.1	-1.4%	5.2%
CCn1c(C)nc2cc(-c3nnc(-c4c(-c5ccccc5)noc4C)o3)ccc21	0.6%	0.9%	21.4	-3.0	·	·	10.2%	i	0.6	1.1	-7.7%	10.3%
CCOC(=O)Cc1csc(NC(=O)CSc2nnnn2-c2ccc(C)cc2C)n1	1.4%	-3.5%	14.7	4.0	5.6	766	8.1%	i	0.6	1	-2.1%	5.0%
COc1ccc(N2C(=O)C3NN=C(C(=O)OCc4ccccc4)C3C2=O)cc1 (stereo unspecified)	1.3%	1.3%	-13.6	-9.3	-1.6	721	4.1%	i	0.4	1.1	·	4.3%

3 successive records out of the list so far:
Compound	K1F lysis inhibition	ER stress rescue	WT yeast gro inh	WT yeast gro inh mutant strain	Hep lipid drop	Hep lipid drop cells 6.5 µM	PMI inhibition	Myeloid diff MLP	Myeloid diff MLP GFP+ MAC1+ %	TNAP activators	M1AAP inhibition	PMI inhibitors
O=C(Nc1ccc(F)cc1)NC1CCN(Cc2ccccc2)CC1	0.2%	0.1%	-9.2	-0.7	-24.2	584	4.8%	i	0.4	1.2	5.5%	3.7%
COC(=O)c1ccc(NC(=O)C(OC)c2ccccc2)cc1 (stereo unspecified)	-0.6%	-1.5%	-15.6	8.7	-4.1	648	-1.7%	i	0.4	1.1	6.0%	-8.8%
C=CCNC(=S)Nc1ccc2nc(C)c(C)nc2c1	0.1%	0.4%	-4.5	-7.1	·	·	30.5%	i	0.7	1.1	1.8%	5.1%

Next part
Compound	K1F lysis inhibition	ER stress rescue	WT yeast gro inh	WT yeast gro inh mutant strain	Hep lipid drop	Hep lipid drop cells 6.5 µM	PMI inhibition	Myeloid diff MLP	Myeloid diff MLP GFP+ MAC1+ %	TNAP activators	M1AAP inhibition	PMI inhibitors
CNc1ccccc1C(C)(C)c1cc(C)[nH]n1	0.0%	-1.1%	3.9	11.7	-3.4	674	-8.5%	i	0.4	1	7.5%	-9.0%
CCC(CC)c1nnc(NC(=O)Oc2ccccc2)s1	0.5%	-0.6%	10.8	12.8	·	·	-1.9%	i	1.1	1	1.6%	-2.9%
O=C(CN1CCN(S(=O)(=O)c2ccc(F)cc2)CC1)Nc1ccc2c(c1)OCCO2	-1.1%[50 µM]	-0.7%	4.0	5.4	·	·	-6.4%	i	0.1	1.1	11.7%	-4.9%
COc1ccc(C(=O)NCCCc2nc3ccccc3n2Cc2cc(C)ccc2C)cc1OC	-2.7%	-0.5%	10.5	-25.6	-10.9	720	13.6%	i	7.5	1.1	-3.8%	7.3%
O=c1nc(SCc2ccccc2Cl)nc(-c2ccc(Cl)cc2)[nH]1	-2.1%	·	·	·	9.4	658	·	i	0.4	·	5.8%	·
COc1ccccc1N(C(=O)c1snc(C(N)=O)c1N)C(C(=O)NC1CCCC1)c1ccco1 (stereo unspecified)	4.4%	1.3%	0.6	-0.8	·	·	3.4%	i	0.4	1.1	20.0%	-2.2%
Cc1cccc(C)c1NC(=S)/N=C/N(C)C	-1.7%	3.7%	1.4	5.4	-22.8	640	2.4%	i	0.4	1	-0.7%	-0.9%
COc1ccc(CCNCC2C(Oc3ccc(Cl)cc3)C(=O)N2c2ccccc2C)cc1OC (stereo unspecified)	0.2%	-0.7%	45.4	20.1	-38.7	662	-4.2%	i	0.2	1	-1.3%	-8.9%
O=C(CCS(=O)(=O)c1ccc(Br)cc1)Nc1ccc2c(c1)OCO2	0.8%	-1.0%	6.0	6.8	12.4	737	20.9%	i	6.4	1.1	-5.7%	2.8%
Cc1ccc(C)c(NC(=O)c2ccccc2Sc2ccc([N+](=O)[O-])cc2Cl)c1	0.3%	-0.8%	57.5	50.1	-26.5	436	3.0%	i	1.2	1	0.2%	11.4%
C=C1Cn2c(nnc2-c2ccc(Cl)cc2)S1	-9.4%	1.9%	-4.4	4.9	·	·	-2.1%	i	12.7	0.9	15.6%	2.8%
CCOC(=O)CSc1nc2ccccc2c(=O)n1CC1COc2ccccc2O1 (stereo unspecified)	0.0%	1.9%	49.8	15.3	·	·	-5.0%	i	0.7	1	0.7%	-3.8%
O=C(CSc1nc2ccsc2c(=O)n1CC1CCC(C(=O)O)CC1)c1ccc(F)cc1 (stereo unspecified)	-0.6%	0.4%	21.3	8.7	3.0	695	-6.6%	i	0.6	1.1	10.6%	-5.5%
CC(Oc1ccccc1)C(=O)NC1CCN(Cc2ccccc2)CC1 (stereo unspecified)	-0.1%	-2.3%	-4.3	22.9	14.3	693	1.2%	i	2.2	1.1	8.9%	1.7%
CS(=O)(=O)CCC(C(=O)n1nnc2ccccc21)N1C(=O)c2ccccc2C1=O (stereo unspecified)	2.3%	-2.3%	13.7	-0.6	-6.2	717	-9.4%	i	0.9	1.1	4.7%	-2.9%
Cc1ccc2c(C(=O)CN3CCN(c4ccccc4)CC3)c(C)[nH]c2c1	0.4%	·	-15.0	-3.0	·	·	-5.0%	i	0.6	1.2	2.5%	-4.7%
CN1CC(=O)N(CC(=O)Nc2ccc(SC(F)F)cc2)C1=O	1.1%	-1.7%	20.3	10.7	7.0	738	-21.9%	i	0.4	1.1	1.1%	-19.6%
CC(C)CC(=O)Nc1ccc(N2CCN(S(C)(=O)=O)CC2)cc1	0.6%[50 µM]	-1.2%	-2.3	-35.5	-28.6	602	3.5%	i	0.7	1	9.1%	-0.3%
CCOC(=O)C1(Cc2ccccc2C)CCCN(Cc2ccc(NC(C)=O)cc2)C1 (stereo unspecified)	0.7%	-3.2%	13.6	6.8	-14.8	762	-4.1%	i	0.3	1.1	-6.3%	4.1%
Cc1ccc(S(=O)(=O)N(C)c2ccccc2C(=O)Nc2ccc3c(c2)OCCO3)cc1	0.6%[50 µM]	·	·	·	1.3	722	·	i	0.3	·	13.3%	·
O=C(NC(=S)Nc1cccc(Cl)c1N1CCCC1)c1ccc(-c2cccc([N+](=O)[O-])c2)o1	0.2%	-1.9%	2.9	19.3	·	·	-6.7%	i	6.4	1	4.4%	-5.5%
O=c1[nH]c2cc3c(cc2cc1C(c1nnnn1Cc1ccccc1)N1CCN2CCCC2C1)OCCO3 (stereo unspecified)	3.4%	-1.7%	43.7	60.1	-12.5	647	-42.1%	i	7.4	1.1	13.2%	-13.0%
O=C(NC1CCCc2ccccc21)C1CCN(S(=O)(=O)c2ccccc2)CC1 (stereo unspecified)	0.3%	-3.3%	16.6	-4.4	-13.9	595	2.7%	i	1.1	1.3	-3.8%	12.7%
O=C(/C=C/c1ccco1)NCC1CCCO1 (stereo unspecified)	1.8%	-2.0%	-8.2	1.6	·	·	6.4%	i	1.3	1.1	2.7%	4.0%
